Bioassay records from PubChem BioAssay.
D1 mod = D1 CRE-luciferase signal change, two-sided – cell-based, HEK293 D1, dopamine EC30, D1 allosteric modulator project, primary screen; D(1A) dopamine receptor (Homo sapiens), P21728; dopamine EC30 potentiation; actives deviate in either direction; B-score at 10 µM; actives 5.9% (n = 58,000); AID 641, 2007;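 active = luminescence count or its row- and column-corrected plate score outside the 99.7% band of the plate's sample wells, on either side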
Hsp90 block = tumor Hsp90 inhibitors, primary screen, cell lysate, fluorescence polarization, NCI-N417 lysate; inhibition, % at 30 µM; Heat shock protein HSP 90-alpha (Homo sapiens), P07900; Cy3B-geldanamycin FP displacement; actives 0.35% (n = 64,000);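 active = inhibition above 50%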;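 also: 0% = tracer plus lysate wells and 100% = tracer alone without lysate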
FXIIa mix inh = human factor XIIa inhibitors, primary screen, biochemical, pooled compound mixtures, fluorogenic substrate | inhibition, % at 5 µM | Coagulation factor XII (Homo sapiens), P00748 | actives 0.2% (n = 62,000) | purified FXIIa; in the data active = inhibition above about 20%, passing the limit was not always enough;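 also: 0% = enzyme without compound and 100% = no enzyme blank; some results filed as inactive read as strong as hits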
RORa activator = activators of orphan receptor RORA, primary screen, cell-based, luminescence | activation, % at 10 µM | CHO-K1 Gal4-RORA LBD luciferase reporter; percent increase over mock-subtracted basal signal | Nuclear receptor ROR-alpha (Homo sapiens), P35398 | actives 1.5% (n = 65,000);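 active = activation above the mean of all tested compounds plus 3 SD, cut at about 49% in these data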;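 also: 0% = DMSO-treated RORA cells and 100% = added signal equal to DMSO minus mock-transfected cells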
Target sequence (P35398 whole entry, looked up, the tested form may be a part): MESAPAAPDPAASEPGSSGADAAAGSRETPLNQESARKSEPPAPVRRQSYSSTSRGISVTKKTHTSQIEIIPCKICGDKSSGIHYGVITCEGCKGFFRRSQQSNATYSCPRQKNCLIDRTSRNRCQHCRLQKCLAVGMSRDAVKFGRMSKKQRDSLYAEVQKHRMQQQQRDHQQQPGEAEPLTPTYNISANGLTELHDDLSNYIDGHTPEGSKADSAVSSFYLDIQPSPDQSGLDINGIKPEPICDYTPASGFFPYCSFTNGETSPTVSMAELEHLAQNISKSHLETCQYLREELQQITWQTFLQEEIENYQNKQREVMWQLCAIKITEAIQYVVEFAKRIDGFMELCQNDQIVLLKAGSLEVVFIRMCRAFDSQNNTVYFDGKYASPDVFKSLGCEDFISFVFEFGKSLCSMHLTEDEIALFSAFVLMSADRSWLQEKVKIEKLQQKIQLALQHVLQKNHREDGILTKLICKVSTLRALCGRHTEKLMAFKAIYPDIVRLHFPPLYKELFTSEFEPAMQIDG
MKP-1 inh = MKP-1 phosphatase inhibitors, primary screen, biochemical, in vitro | Dual specificity protein phosphatase 1 (Homo sapiens), P28562 | recombinant MKP-1, OMFP hydrolysis fluorescence | inhibition, %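 (compounds tested at a single concentration somewhere between 10 and 100 µM)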 | actives 0.15% (n = 65,000);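 active = inhibition above about 50%, limit read from the data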;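 also: 0% = DMSO max control wells and 100% = wells with enzyme stopped by NaOH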
Cdc25B block = inhibitors of Cdc25B phosphatase catalytic domain, primary screen, biochemical, OMFP fluorescence; inhibition, %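 (compounds tested at 10 µM final in the well)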; actives 0.1% (n = 65,000); AID 368, 2006; recombinant Cdc25B, OMFP fluorescence Ex485/Em525; in the data active = inhibition above about 50%
Her2 expr inh = inhibitors of Her2 protein expression, primary screen, SKBR-3 cells, AlphaScreen, 66K library; HER2 level % of control, % at 10 µM; AID 645, 2007; actives 0.69% (n = 65,000); Receptor tyrosine-protein kinase erbB-2 (Homo sapiens), P04626; SKBR-3 HER2 protein level, 18-24 h; hits give low values;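 active = HER2 level under 5% of the carrier-only control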;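 also: 100% = DMSO carrier and 0% = 500 nM PU-H71 HSP90 inhibitor; lower value means stronger loss of Her2 protein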
TNAP act mid DEA = human TNAP enzyme activators, primary screen, biochemical, luminescent, intermediate phosphate acceptor level; activation factor at 20 µM; AID 813, 2007; 64,000 tested, under 10 active; purified TNAP, CDP-star luminescence, 100 mM DEA, 30 min; hits give high values; scale: 0 levamisole-inhibited, 1 vehicle-only enzyme;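 active = activation factor of at least 2 at 20 µM, relative to controls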
Target sequence (P05186 whole entry, looked up): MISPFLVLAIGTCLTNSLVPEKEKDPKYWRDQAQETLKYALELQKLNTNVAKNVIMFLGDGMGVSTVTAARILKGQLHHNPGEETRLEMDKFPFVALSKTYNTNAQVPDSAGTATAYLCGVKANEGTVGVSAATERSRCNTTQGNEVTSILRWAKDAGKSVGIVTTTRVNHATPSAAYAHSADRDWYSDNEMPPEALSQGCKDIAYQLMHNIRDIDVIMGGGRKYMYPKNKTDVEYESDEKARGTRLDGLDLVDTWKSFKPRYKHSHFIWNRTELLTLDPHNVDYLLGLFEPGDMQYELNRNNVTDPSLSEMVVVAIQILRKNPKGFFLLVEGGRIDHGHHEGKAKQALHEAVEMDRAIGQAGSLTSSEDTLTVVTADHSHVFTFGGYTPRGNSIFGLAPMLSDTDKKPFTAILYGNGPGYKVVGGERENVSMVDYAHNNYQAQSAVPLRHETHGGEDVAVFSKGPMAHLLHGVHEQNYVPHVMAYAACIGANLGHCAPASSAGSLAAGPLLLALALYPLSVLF
SF1 activator = activators of human SF-1, primary screen, cell-based, CHO-K1, Gal4-SF-1 LBD, luciferase luminescence. CHO-K1 Gal4-SF-1 LBD luciferase reporter; % increase over DMSO SF-1-specific signal. activation, % at 10 µM. actives 1.9% (n = 65,000). AID 522, 2006;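 active = activation above the mean activation of all tested compounds plus 3 SD, cut at about 50% in these data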
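Assay system: CHO-K1 cells co-transfected with Gal4 DBD–human SF-1 LBD, 5xGal4 luciferase reporter / Input: 4,000 cells per well / Incubation: 20 h compound exposure at 37 °C after 1 h cell settling / Detection: SteadyLite luciferase luminescence / Control set: DMSO negative control and −SF1 background wells / Replication: one test per compound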
* hit, by the source's call; . = not tested or not shown. Not a hit list; any-hit rate near 8.9%.

SMILES	D1 mod	Hsp90 block	FXIIa mix inh	RORa activator	MKP-1 inh	Cdc25B block	Her2 expr inh	TNAP act mid DEA	SF1 activator
COc1ccc(CC(=O)Nc2cccc(-c3nnc(-c4ccco4)o3)c2)cc1	.	-5.1	3.8	13.7	-16.6	30.5	115.3	0.9	42.9
FC(F)(F)c1cc(-c2ccccc2)nc(NCC2CCCO2)n1 (configuration not stated)	.	.	0.4	-5.1	6.5	-17.0	118.8	1	4.7
Cc1ccc(-c2ccc(CCC(=O)O)n2CC(=O)O)cc1	.	.	2.1	.	15.2	-0.6	.	1	.
CCCS(=O)(=O)N1CCCC(C(=O)NCCCN2CCN(c3ccccc3F)CC2)C1 (configuration not stated)	1.06	0.9	6.3	-7.8	-1.5	8.8	109.9	0.9	-2.9
COC(=O)C1CCN(C(c2cc(OC)c(OC)c(OC)c2)c2sc3nc(C)nn3c2O)CC1 (configuration not stated)	0.0928	-1.5	-15.2	-8.0	17.9	-2.0	88.4	1	-1.1
COc1ccc(CNC(=O)c2cc3c(=O)n4ccccc4nc3n(CC3CCCO3)c2=N)cc1 (configuration not stated)	-0.73	-3.7	12.8	6.2	-13.8	3.1	63.5	0.9	-1.9
C=CCn1c(C)cc(C(=O)CSc2nc3ccccc3c(=O)[nH]2)c1C	-0.0201	-3.8	-18.2	-36.8	-8.5	-13.1	96.2	0.9	111.9*
COc1ccc(-n2ncc3c(N4CCC(C)CC4)ncnc32)cc1	-5.8*	1.2	-19.7	-12.2	-4.8	-6.1	70.2	0.9	-0.8
CCOC(=O)c1ccc(NC(=O)c2cc(S(=O)(=O)N3CCOCC3)ccc2O)cc1	-0.508	-5.1	9.3	9.7	5.3	-10.1	77.5	0.9	1.3
Cc1c(NC(=O)c2ccc3c(c2)OCO3)cccc1-c1nc2ncccc2o1	-2.69	-5.1	-25.2	19.5	-1.7	-11.7	131.8	0.9	0.8
C=C1CC(C)OC(c2ccccc2OCC(O)CN2CCCCC2)C1 (configuration not stated)	1.15	-6.8	-16.3	7.1	-0.6	-5.1	89.0	0.9	0.9
CC(Sc1nncn1C)C(=O)Nc1ccccc1-c1ccccc1 (configuration not stated)	1.02	-3.5	0.5	4.4	-0.9	-17.5	87.7	1	-8.1
COCCN1C(=O)C(O)=C(C(C)=O)C1c1ccc(OC)c(OC)c1 (configuration not stated)	0.114	2.9	2.4	2.5	-20.5	-9.6	91.8	0.9	9.9
Cc1cc(C)cc(OCC(=O)Nc2ccc(N3CCCC3)cc2)c1	0.694	-2.7	-0.7	-6.9	20.0	0.3	86.2	0.9	-8.5
O=C(CN(Cc1ccco1)C(=O)c1cc(=O)[nH]c2ccccc12)Nc1ccccc1C(F)(F)F	0.416	-1.9	.	-14.1	10.9	1.1	96.9	0.9	1.8
CC1Cc2ccccc2N1CC(=O)NC(=O)NCc1ccco1 (configuration not stated)	.	-5.1	10.1	2.0	5.2	-10.6	105.8	0.8	11.5
O=C(NCc1ccco1)C(c1ccccc1F)N(CC1CCCO1)C(=O)Cn1nnc2ccccc21 (configuration not stated)	-0.7	-2.5	1.3	12.2	-9.3	3.4	104.1	1	13.2
Cc1c2c(n3c(nc4ccccc43)c1C#N)N(Cc1cccnc1)CC2	0.0484	-1.7	.	29.2	-1.0	0.6	128.9	.	-18.5
CCOc1ccc(OCCCCN(C)C)cc1	0.13	-4.3	-6.6	4.6	-12.3	-8.9	134.2	0.9	-7.8
Cc1nn(-c2ccc(F)cc2)c2sc(C(=O)OC3CCOC3=O)cc12 (configuration not stated)	0.0174	-2.2	1.1	-19.1	22.4	0.4	97.7	1.1	-5.0
Cc1ccc2cc(CN(CC3CCCO3)C(=O)c3ccco3)c(=O)[nH]c2c1C (configuration not stated)	-0.686	-3.5	1.8	2.3	4.6	16.5	140.5	0.9	15.2
CCn1c(SCC(=O)Nc2nc3ccccc3s2)nc2c(c1=O)SC(C)C2 (configuration not stated)	-0.697	0.3	6.4	-38.5	7.9	-11.7	79.5	0.9	-19.9
COC(=O)c1cc(C(=O)OC)cc(N2C(=O)CC(N3CCN(c4ccccc4)CC3)C2=O)c1 (configuration not stated)	0.0472	-2.2	7.9	15.5	-0.4	-7.6	118.7	1	4.3
Cc1cccc(NC(=O)CS(=O)(=O)c2cn(C)c3ccccc23)c1C	1.51	.	-8.2	17.7	8.6	-7.4	91.6	0.9	3.0
O=C1c2ccccc2OCOc2ccccc21	-0.692	-0.9	-1.8	10.2	-8.9	-1.4	110.9	0.9	-23.1

The list goes on.
SMILES	D1 mod	Hsp90 block	FXIIa mix inh	RORa activator	MKP-1 inh	Cdc25B block	Her2 expr inh	TNAP act mid DEA	SF1 activator
COc1ccccc1-n1c(=O)[nH]c2c(C(N)=O)nc(CC(C)C)nc21	5.94*	-2.4	-2.3	-4.4	-4.1	-6.0	82.2	0.8	-10.4
COc1cc2c(cc1NC(=O)c1ccco1)CCCC2	0.263	.	9.6	.	9.1	-8.4	36.2	0.9	.
Cc1[nH]c2ccccc2c1/C=N/n1cnnc1	0.139	-7.3	5.8	7.6	10.1	-5.2	90.7	0.9	9.2
Cc1sc2nc(N)sc2c1C	1.65	-0.3	7.2	-10.6	-9.4	12.7	88.0	0.9	-5.1
O=C(NC1CCS(=O)(=O)C1)c1ccccc1C(=O)c1ccccc1 (configuration not stated)	-0.107	-4.7	10.2	5.3	5.0	-12.0	142.0	1	-0.1
O=C(NCc1ccc2c(c1)OCO2)C1CCN(S(=O)(=O)c2cccc3nsnc23)CC1	0.14	-2.4	9.8	-16.6	-12.3	0.6	131.5	1	22.2
O=S(=O)(c1ccc(C2=CSC3=NCCN23)cc1)N1CCOCC1	-0.0923	2.9	-14.7	-16.3	1.7	-0.6	110.7	0.9	24.0
O=C(NCCN1CCCCCC1)C1CCC(CNS(=O)(=O)c2cccc3cccnc23)CC1 (configuration not stated)	0.665	-2.1	2.0	21.3	0.6	-2.7	112.7	0.9	2.6
Cc1ccc(OCCSc2cc(C)nc(N)n2)cc1	-1.04	0.7	3.6	2.1	-1.0	-9.5	75.3	0.9	-4.5
O=C(COC(=O)C1CCN(S(=O)(=O)c2cccs2)CC1)c1ccc2c(c1)OCCO2	-0.105	3.3	-1.5	-4.7	-2.8	-6.8	82.5	0.9	-13.0
COc1ccccc1N1CCN(C(=O)CSc2nnc(-c3ccoc3C)o2)CC1	-0.429	-2.8	4.9	-6.7	2.5	-16.8	98.7	0.9	-8.1
O=C(c1cnn(-c2nc3ccccc3s2)c1)c1ccccc1O	.	4.4	1.1	51.9*	9.2	-1.9	79.8	1	35.7
COC(=O)Nc1ccc(S(=O)(=O)N2CCN(C)CC2)cc1	-0.368	-4.4	-12.4	0.8	-4.1	-5.5	103.2	0.9	6.7
COc1ccc(OC)c(NC(=O)c2cnc3ccccn3c2=O)c1	.	3.1	13.8	-5.6	5.0	-4.2	110.6	0.9	4.3
Cc1cccc2c(=O)c(C(=O)N3CCCCCC3)c[nH]c12	4.1	2.7	9.9	-8.1	3.4	-14.6	84.8	0.9	10.1
CCCSc1nc(N)c2c3c(sc2n1)CN(C)CC3	1.01	.	0.7	22.6	4.4	-9.8	181.9	1	9.0
Cc1cc(N2CCN(c3cccc(C(F)(F)F)c3)CC2)n2ncnc2n1	-1.49	-1.3	-16.4	0.9	6.3	-16.9	71.1	1	-29.0
CC1CCN(c2ccc(C(=O)O)cc2)CC1	.	-0.7	1.3	-11.8	-11.4	-7.0	123.7	0.9	5.8
CCN(C(=O)c1cn(C)c(=O)c2cc(OC)c(OC)cc12)c1cc(C)ccc1C	-0.0301	-2.3	18.9	1.3	10.0	-14.4	89.8	1	0.7
COC(=O)Nc1sc2c(c1C(=O)NCc1ccco1)CCC2	1.33	-15.8	-19.1	-2.5	-6.6	-12.6	7.0	0.9	0.3
O=C1CC(O)(C(F)F)Oc2ccc3ccccc3c21 (configuration not stated)	1.23	-2.5	6.7	7.3	-6.2	-3.3	86.7	0.9	-9.4
CC(=O)OCc1c(COC(C)=O)[n+](=O)c2ccccc2n1[O-]	.	-1.1	-17.6	-8.7	-28.0	-0.6	99.9	0.9	-6.5
CN(CCC#N)C(=O)Cn1nc(Cc2ccncc2)c2ccccc2c1=O	-0.032	-0.8	5.9	6.2	-6.7	0.7	115.4	0.9	4.9
CCOc1cc(C(=S)N2CCOCC2)ccc1O	0.0105	-2.7	4.5	-8.4	-0.6	1.8	113.1	0.9	-4.0
C=CCOc1nc2c(c(=O)n(C)c(=O)n2C)n1Cc1ccc(Cl)cc1	.	-3.8	.	-58.0	-17.6	3.3	94.2	1	-30.8

At a glance, some entries already given:
SMILES	D1 mod	Hsp90 block	FXIIa mix inh	RORa activator	MKP-1 inh	Cdc25B block	Her2 expr inh	TNAP act mid DEA	SF1 activator
CCOc1cc(C(=S)N2CCOCC2)ccc1O	0.0105	-2.7	4.5	-8.4	-0.6	1.8	113.1	0.9	-4.0
C=CCOc1nc2c(c(=O)n(C)c(=O)n2C)n1Cc1ccc(Cl)cc1	.	-3.8	.	-58.0	-17.6	3.3	94.2	1	-30.8

Sorted by length of the SMILES (highest first): some entries from above.
SMILES	D1 mod	Hsp90 block	FXIIa mix inh	RORa activator	MKP-1 inh	Cdc25B block	Her2 expr inh	TNAP act mid DEA	SF1 activator
O=C(COC(=O)C1CCN(S(=O)(=O)c2cccs2)CC1)c1ccc2c(c1)OCCO2	-0.105	3.3	-1.5	-4.7	-2.8	-6.8	82.5	0.9	-13.0
COc1ccccc1-n1c(=O)[nH]c2c(C(N)=O)nc(CC(C)C)nc21	5.94*	-2.4	-2.3	-4.4	-4.1	-6.0	82.2	0.8	-10.4
CC(=O)OCc1c(COC(C)=O)[n+](=O)c2ccccc2n1[O-]	.	-1.1	-17.6	-8.7	-28.0	-0.6	99.9	0.9	-6.5
COc1ccc(OC)c(NC(=O)c2cnc3ccccn3c2=O)c1	.	3.1	13.8	-5.6	5.0	-4.2	110.6	0.9	4.3

Carrying on.
SMILES	D1 mod	Hsp90 block	FXIIa mix inh	RORa activator	MKP-1 inh	Cdc25B block	Her2 expr inh	TNAP act mid DEA	SF1 activator
CC1Cc2cc(-c3csc(NC(=O)Cc4cccs4)n3)ccc2N1S(C)(=O)=O (configuration not stated)	-3.09	-5.0	4.0	16.4	12.1	-2.1	79.2	1	11.3
N#Cc1nc(-c2cccs2)oc1N1CCN(Cc2ccccc2)CC1	0.444	-1.7	0.1	-8.2	-3.5	-16.8	105.8	0.9	8.1
CC(CC(=O)O)CC(=O)Nc1ccccc1C(=O)O (configuration not stated)	-0.782	-0.5	2.7	-8.5	-2.9	-7.7	98.0	0.9	13.5
COCCCn1c(SCC(=O)n2c(C)c(C)c3ccccc32)nnc1-c1ccoc1C	-1.05	3.5	4.4	-13.0	-7.2	-12.9	90.3	0.9	-0.8
c1ccc(Nc2cc(Nc3ccccc3)[nH]n2)cc1	-0.00872	0.7	0.7	9.3	15.8	5.1	69.6	0.9	-2.4
O=C1c2ccccc2-c2nc3ncnn3c(-c3ccccc3)c21	4.22	-3.0	7.0	-5.7	4.6	-4.4	82.3	0.8	2.1
Cc1nc(C)c(C(=O)Nc2cccc(Cl)c2)o1	0.18	-9.2	-1.2	0.3	8.4	-7.9	81.8	1	9.9
COC(=O)c1ccc(N/C(C)=C/C(=O)c2ccc(C)o2)cc1	-0.298	-3.4	3.5	-4.4	7.8	-4.4	92.4	0.9	12.0
